Screening results (PubChem BioAssay)
HEK293 tox: cytotoxicity counter-screen for GLP-1 receptor inverse agonists | HEK293 cAMP-luciferase reporter cells, luminescence, 24 h | Potency, µM (top dose mostly 38.3 µM), without a hit: top-dose activity change, negative = inhibition, actives largely listed as inhibitors | 410,000 tested, 0.13% active | AID 624418;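 note: loss of luciferase light is scored as toxicity; potency is the fitted concentration of half-maximal effect; % is set by controls: 0 for no effect and ±100 for the full control effect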
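1536-well qHTS counterscreen of the MLSMR; 200 cells/uL, 12 h pre-incubation, 23 nL cpd, 24 h at 37 deg C 5% CO2, luciferase detection reagent, 12 min RT, luminescence. Inhibition = undesired.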
TDP43 rescue: TDP-43 toxicity inhibition in yeast; TDP-43 expressing yeast growth rescue, BacTiter-Glo, 24 h; Potency, µM (titrated, usually from 46.1 µM), inactives show at the top dose growth rescue (activation), actives largely listed as activators; 410,000 tested, 1.8% active; AID 652104; note: potency is the fitted concentration of half-maximal effect; % of control where 0% means no effect; nearly all actives have a fitted effect of over 50% in size
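Cell-based yeast growth screen: TDP-43 expression induced in galactose, inoculum OD600=0.02 after raffinose pregrowth to mid-log. Read-out BacTiter-Glo luminescence at 24 hr, 30 deg C; inhibition of toxicity seen as signal increase.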
KB-V1 cytotox: kills drug-selected multidrug resistant KB-V1 cells | KB-V1 MDR cells viability, CellTiter-Glo, 72 h | 400,000 tested, 3.4% active | Potency, µM (doses to about 46.1 µM), inactives show at the highest dose activity change, negative = cytotoxicity, usual class: cytotoxic | AID 1347076; note: potency is the fitted concentration of half-maximal effect; % is set by controls: 0 for no effect and ±100 for the full control effect; nearly all actives have a fitted effect of over 60% in size
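Compound-treated KB-V1 multidrug-resistant cells, 72 h, 37 degrees C; viability by CellTiter-Glo. Fitted qHTS curves give the values.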
GLP1R inv ag: inverse agonists of human GLP-1 receptor | HEK293 GLP-1R CRE-luciferase, luminescence, 24 h; GLP-1R form is constitutively active | Potency, µM (highest dose often 38.3 µM), for inactives: at the highest dose activity change, negative = inhibition, most hits filed as inhibitors | P43220 | 410,000 tested, 1.6% active; note: potency is the fitted concentration of half-maximal effect; % is set by controls: 0 for no effect and ±100 for the full control effect; nearly all actives have a fitted effect of over 55% in size
Target sequence (P43220 whole entry, looked up): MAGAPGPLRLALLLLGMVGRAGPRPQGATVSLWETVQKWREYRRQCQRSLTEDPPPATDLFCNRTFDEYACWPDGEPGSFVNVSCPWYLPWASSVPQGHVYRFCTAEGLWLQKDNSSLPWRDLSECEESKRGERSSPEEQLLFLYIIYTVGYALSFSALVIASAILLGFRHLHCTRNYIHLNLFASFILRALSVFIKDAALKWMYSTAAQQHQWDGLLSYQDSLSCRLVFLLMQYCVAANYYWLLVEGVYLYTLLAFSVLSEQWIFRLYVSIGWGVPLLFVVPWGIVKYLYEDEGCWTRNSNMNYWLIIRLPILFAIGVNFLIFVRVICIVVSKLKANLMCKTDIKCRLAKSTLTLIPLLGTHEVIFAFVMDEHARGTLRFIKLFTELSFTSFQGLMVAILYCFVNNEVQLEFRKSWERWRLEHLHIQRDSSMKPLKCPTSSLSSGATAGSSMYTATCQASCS
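HEK293 cells stably co-expressing constitutively active GLP-1R and a cAMP-responsive luciferase reporter were seeded in DMEM with 10% Nu serum, given compounds after 12 h, and incubated 24 h at 37 deg C. Luminescence was then read.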
DRD3 antagonist: antagonists of human D3 dopamine receptor. P35462. D3R cells, DiscoveRx beta-arrestin luminescence, antagonist mode; hits give low values. max response, negative = inhibition, %. 360,000 tested, 2.5% active. AID 652054; in the data active = max response below about -50%; inconclusive = no clear call, values can overlap the other calls; note: % is set by controls: 0 for no effect and ±100 for the full control effect; mostly tested at two doses, the higher about 12 µM
Target sequence (P35462 whole entry, looked up): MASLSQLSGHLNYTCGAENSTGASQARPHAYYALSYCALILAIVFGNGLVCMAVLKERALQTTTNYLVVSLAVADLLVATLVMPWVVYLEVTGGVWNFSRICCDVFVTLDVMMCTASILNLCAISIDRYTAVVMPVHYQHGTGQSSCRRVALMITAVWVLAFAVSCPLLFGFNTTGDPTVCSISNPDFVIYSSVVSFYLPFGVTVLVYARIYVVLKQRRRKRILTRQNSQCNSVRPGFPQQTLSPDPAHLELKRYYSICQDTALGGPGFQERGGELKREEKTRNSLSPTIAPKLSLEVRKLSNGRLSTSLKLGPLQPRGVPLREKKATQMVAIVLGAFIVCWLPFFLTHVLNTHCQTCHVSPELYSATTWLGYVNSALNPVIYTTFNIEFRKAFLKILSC
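Cells expressing the human receptor were seeded at 1500 cells/well, incubated overnight at 37 degrees C in 5% CO2, then exposed to library compounds with dopamine controls for 90 minutes at 37 degrees C before luminescent detection.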
GLP1R ag: agonists of human GLP-1 receptor; 380,000 tested, 0.007% active; HEK293 GLP-1R CRE-luciferase, luminescence, 4-6 h; cells express a hypersensitive GLP-1R form; Potency, µM (highest dose often 45.6 µM), inactives show at the highest dose activation, hits mostly activators; AID 624172; P43220; note: potency is the fitted concentration of half-maximal effect; % of control where 0% means no effect
D3 ag: agonists of human D3 dopamine receptor. D3R DiscoveRx beta-arrestin cells, luminescence, 90 min. P35462. 410,000 tested, 0.58% active. max activation, %. AID 652048; in the data active = max activation above about 30%; note: 0% is about no effect; mostly tested at two doses, the higher about 12 µM
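Cells at 1500/well, incubated overnight, then treated with pinned compounds (dopamine as control) for 90 min at 37 degrees C. DiscoveRx reagent added for 30 - 60 minutes at room temperature; luminescence read.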
aSyn rescue: rescues yeast growth from alpha-synuclein toxicity | Potency, µM (titrated, usually from 46.1 µM), inactives show top-dose growth rescue (activation), usual class: activators | 370,000 tested, 0.14% active | Yeast expressing alpha-synuclein, growth rescue, BacTiter-Glo, 24 h; note: potency is the fitted concentration of half-maximal effect; % of control where 0% means no effect; nearly all actives have a fitted effect of over 65% in size
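Screening used galactose-induced yeast with toxic alpha-synuclein levels, exposed to compound for 24 hr at 30 deg C. Cell growth, read with BacTiter-Glo luminescence, gave the measured signal.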
PTHR1 ag: agonists of human PTHR1 parathyroid hormone receptor | HEK293 GP2 PTHR1 cells, GloSensor cAMP luminescence, 1 h | Potency, µM (highest dose often 115 µM), for inactives: at the highest dose activation, actives largely listed as activators | 410,000 tested, 0.075% active | Q03431; note: potency is the fitted concentration of half-maximal effect; nearly all actives have a fitted effect of over 55% in size; some results filed as inactive show a strong effect at the top dose; inactives centre near -15; many of its hits are not listed in these tables
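HEK-293-derived GP2 cells expressing PTHR1 and a GloSensor cAMP reporter, 3,000/well, plated overnight, given luciferin plus IBMX (each 0.5 mM as added) for 1 h at 37 °C, then compound for 1 h at 37 °C. Luminescence was read after 15 min at room temperature.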
The depositor's hits bear a star; i = inactive; ? = inconclusive; . = no result given; [ ] = remark or other dose. Unless noted, calls come from the whole dose curve; as a rule, active = well fitted curve in the direction sought with a large enough effect; inconclusive = small, poorly fitted or top-dose-only effect, or another doubt; inactive = no such curve, though single readings can be large; an effect the other way counts as inactive or inconclusive. Not all compounds are listed. The share of hits here may be higher or lower than overall.

(1) CCC1CN(C(=O)Nc2cccc3c2CCCC3)c2ccccc2O1 (stereo not drawn)
(2) Cc1ccc(-n2ncc3c2ncn2c(C)nnc32)cc1C
(3) Cc1cccc2nc(CSc3nc4cc([N+](=O)[O-])ccc4s3)cn12
(4) C=CCNC(=S)NNC(=O)c1ccc(C)c(Cl)c1
(5) CCOC(=O)N1CCN(S(=O)(=O)c2ccc(C)cc2)CC1
(6) C[C@@H](c1ccccc1)N1C[C@H](COCc2ccccc2)Oc2cc(N3CCC[C@H]3CO)ccc2S1(=O)=O
(7) O=C(CCn1c(=O)sc2ccccc21)NCc1ccccc1
(8) OC1CCCN(C(=S)Nc2ccc(SC(F)F)cc2)C1 (stereo not drawn)
(9) O=C(O)c1ccccc1CSc1nc2ccccc2o1
(10) O=C(Nc1ccc(Cl)cc1)N1CCOC12CCC1(CC2)OCCO1

assay / entry	1	2	3	4	5	6	7	8	9	10
HEK293 tox	1%	0%	6%	-8%	18%	3%	8%	7%	3%	-4%
TDP43 rescue	?	7%	6%	.	-13%	17%	26%	-14%	?	0%
KB-V1 cytotox	.	-5%	-6%	?	-3%	?	6%	0%	10%	-1%
GLP1R inv ag	?	7%	76%[activator]	16%	1%	?	8%	-24%	-17%	-5%
DRD3 antagonist	.	-8	1	0	-2	12	-23	17	-29	10
GLP1R ag	.	-2%	16%	4%	-1%	3%	-1%	0%	3%	2%
D3 ag	-7	4	1	12	-1	5	-10	-10	-10	4
aSyn rescue	.	2%	-12%	10%	11%	4%	-2%	-11%	6%	-1%
PTHR1 ag	-24%	-16%[57.5 µM]	-13%	i	i	i	-22%	-4%	-12%[57.5 µM]	i

(11) CCOc1cccc2sc(N(CCN(CC)CC)C(=O)c3ccc(S(=O)(=O)N4CCCCC4)cc3)nc12
(12) COc1ccc(C(=O)COC(=O)c2ccc(OC)c(OC)c2)cc1OC
(13) O=C(NCc1cccs1)c1ccc(Cn2c(SCc3ccccc3)nc3cccnc32)cc1
(14) Cc1ccc(-c2nc3ncccc3o2)cc1NC(=O)C(C)(C)C
(15) O=C(CNC(=O)c1ccccc1F)N/N=C/c1ccco1
(16) CCC1CO/C(=C(\C(=C(Cl)Cl)N2CCOCC2)[N+](=O)[O-])N1 (stereo not drawn)
(17) CCOC(=O)c1nc(C)nc(Sc2n[nH]c(-c3cc(Cl)cc(Cl)c3)n2)c1C
(18) O=c1cc(CN2CCN(S(=O)(=O)c3ccc4ccccc4c3)CC2)nc2sccn12
(19) O=C(c1ccc([N+](=O)[O-])o1)N1CCOCC1
(20) CCOC(=O)N1CC(C)N(CC(O)CN2CCOCC2)CC1C (stereo not drawn)

assay / entry	11	12	13	14	15	16	17	18	19	20
HEK293 tox	4%	-15%	3%	-12%	1%	-13%	-2%	-19%	-4%	1%
TDP43 rescue	-2%	2%	-24%	-17%	-4%	-19%	-17%	15%	4%	-17%
KB-V1 cytotox	-16%	-4%	-32%	-9%	-23%	0%	-6%	20%	-14%	0%
GLP1R inv ag	8%	25%	-18%	16%	2%	10%	19%	-18%	10%	1%
DRD3 antagonist	16	5	.	3	1	-13	29	-5	-6	1
GLP1R ag	-7%	-1%	.	16%	-2%	-1%	0%	12%	12%	1%
D3 ag	7	1	-18	2	2	-7	2	-3	3	-4
aSyn rescue	8%	-4%	.	1%	0%	-5%	11%	6%	-6%	0%
PTHR1 ag	-21%	-26%	-20%	i	i	-21%	-28%	i	-24%	-2%

(21) COc1ccccc1/C=C/C(=O)OCC(=O)Nc1c(C)nn(-c2ccccc2)c1C
(22) CCOCCCn1c(C)nc2c(c1=O)c1nc3ccccc3nc1n2CCC1=CCCCC1
(23) O=c1cc(-c2ccccc2)[nH]c2nc3ccccc3n12
(24) Cc1ccc(S(=O)(=O)N2CCCC(C(=O)NC3CCCC3)C2)cc1 (stereo not drawn)
(25) Oc1ccc(-c2nccc(-c3ccccn3)n2)cc1
(26) COc1ccc(CCNC(=O)CSC(=O)c2ccccc2)cc1OC
(27) CCC1CSC(Nc2ccc(C(=O)/C=C/c3cccc(C)c3)cc2)=N1 (stereo not drawn)
(28) O=C(Nc1ccccc1Cl)c1csc(-c2cccnc2)n1
(29) CCOC(=O)[C@]12CCC=C1N(Cc1cccc3ccccc13)C(=O)[C@H](CC(=O)NCC1CCCCC1)C2
(30) CN(C)C(=O)CCc1ccc2c3c([nH]c2c1)[C@]1(CCc2ccccc2)[C@@H](C(=O)N2CCCCC2)C[C@H](CC(=O)NCCC2=CCCCC2)C(=O)N1CC3

assay / entry	21	22	23	24	25	26	27	28	29	30
HEK293 tox	-11%	-11%	8%	0%	11%	-2%	-25%	-8%	-21%	2%
TDP43 rescue	18%	6%	-6%	-1%	?	?	?	?	14%	15%
KB-V1 cytotox	1%	18µM*	?	1%	22%	?	13%	-28%	?	0%
GLP1R inv ag	?	?	0%	-4%	180%[activator]	29%	?	5%	?	17%
DRD3 antagonist	86	0	8	-3	1	-11	-13	29	0	-7
GLP1R ag	5%	0%	-1%	10%	-1%	-2%	8%	16%	-1%	0%
D3 ag	6	1	1	4	0	10	-2	4	-10	0
aSyn rescue	-14%	4%	-19%	-3%	-1%	0%	-5%	0%	24%	2%
PTHR1 ag	-28%	-41%[inhibitor][57.5 µM]	-25%	-6%	-51%[inhibitor]	-6%	-37%[inhibitor]	-24%	-5%	-19%

Brought forward from above: three entries, then new ones.
(28) O=C(Nc1ccccc1Cl)c1csc(-c2cccnc2)n1
(29) CCOC(=O)[C@]12CCC=C1N(Cc1cccc3ccccc13)C(=O)[C@H](CC(=O)NCC1CCCCC1)C2
(30) CN(C)C(=O)CCc1ccc2c3c([nH]c2c1)[C@]1(CCc2ccccc2)[C@@H](C(=O)N2CCCCC2)C[C@H](CC(=O)NCCC2=CCCCC2)C(=O)N1CC3
(31) O=C(COC(=O)c1ccc(Cl)nc1)NNC(=O)c1ccc(Br)cc1
(32) Cc1[nH]nc2c1C1(C(=O)Nc3ccc([N+](=O)[O-])cc31)C(C#N)=C(N)O2 (stereo not drawn)
(33) O=C(Cc1ccccc1)NS(=O)(=O)c1ccc(N=NN2CCOCC2)cc1
(34) CNC(=O)c1cc2cc(OC)ccc2n1CCN(C)C
(35) O=S(=O)(c1ccc(Br)cc1)c1nc(-c2ccco2)oc1NCCCn1ccnc1
(36) CCCC(=O)OCC(=O)Nc1ccccc1C#N
(37) Cc1scc(C(=O)N/N=C/c2ccc(Cl)s2)c1C
(38) COC(=O)c1ccccc1NC(=O)C1CCCN(c2ncnc3onc(C)c23)C1 (stereo not drawn)
(39) Cc1ccc(OCC(=O)N2CCCCCCC2)cc1
(40) NC(=O)c1ccsc1NC(=O)COC(=O)c1ccc(Cl)cc1

assay / entry	28	29	30	31	32	33	34	35	36	37	38	39	40
HEK293 tox	-8%	-21%	2%	-13%	-10%	2%[7.66 µM]	-7%	2%	5%	-22%	1%	7%	1%
TDP43 rescue	?	14%	15%	0%	-21%	-16%[9.22 µM]	5%	-4%	3%[9.22 µM]	19%	11%	21%	4%
KB-V1 cytotox	-28%	?	0%	16%	0%	26%	2%	-28%	7%	?	6%	-10%	-3%
GLP1R inv ag	5%	?	17%	10%	3%	0%[7.66 µM]	12%	18%	43%[activator]	?	7%	-11%	-1%
DRD3 antagonist	29	0	-7	-19	0	9	?	-23	0	12	.	-2	12
GLP1R ag	16%	-1%	0%	-2%	2%	1%	-12%	?	2%	0%	.	-3%	6%
D3 ag	4	-10	0	-21	-9	0	-7	-14	5	-2	2	-2	2
aSyn rescue	0%	24%	2%	3%[1.84 µM]	-2%	-3%	-14%	-4%	0%	-13%	.	-2%	-5%
PTHR1 ag	-24%	-5%	-19%	i	-26%[57.5 µM]	-22%	20%[57.5 µM]	i	-10%	-1%	-3%	-3%	-35%[inhibitor]

(41) O=C(NCc1ccccc1)C1C(c2ccc3c(c2)OCO3)=Nc2ccccc2N1C(=O)c1cccc(C(F)(F)F)c1 (stereo not drawn)
(42) CCC(=O)N1CCCc2cc(S(=O)(=O)N3CCC(C(=O)NC4CCCCC4)CC3)ccc21
(43) Cn1nnnc1SCCNCc1ccc(Cl)cc1
(44) Cc1cccc2c(N=Nc3ccccc3)c(O)[nH]c12
(45) CCCN(CCC)CC(O)CN(c1ccccc1)S(=O)(=O)c1ccc(C)cc1 (stereo not drawn)
(46) Cc1ccc(C(=O)c2c(N)c(-c3nc(-c4ccc5c(c4)OCO5)cs3)c3ccccn23)cc1C
(47) O=C(NCCc1ccc(Cl)cc1)C1CCC(=O)N1Cc1ccccc1Cl (stereo not drawn)
(48) COc1cccc(NC(=O)CSC2=C(C#N)C(c3ccco3)C3=C(CCCC3=O)N2)c1 (stereo not drawn)
(49) N#CC1=C(N)NC(SCC(=O)O)=C(C#N)C12CCCC2

assay / entry	41	42	43	44	45	46	47	48	49
HEK293 tox	-3%	5%	-2%	6%	-24%	25%	21%	9%	-1%
TDP43 rescue	12%	-17%	-11%	?	6%	16%	-8%	5%	8%
KB-V1 cytotox	?	?	-23%	4%	-5%	8%	23µM*	?	?
GLP1R inv ag	?	19%	-5%	13%	?	3%	2%	-23%	6%
DRD3 antagonist	-14	.	?	-20	4	.	-28	-13	1
GLP1R ag	.	.	-7%	4%	0%	.	13%	-7%	9%
D3 ag	-7	-14	-44	-1	3	-13	-11	-8	-1
aSyn rescue	18%	.	5%	-3%	-2%	.	8%	13%	-2%
PTHR1 ag	-19%	12%	-7%[57.5 µM]	-25%	i	-19%	12%[57.5 µM]	i	i
